# RSV CPE inhibition: inhibition of RSV-induced cytopathic effect – HEp-2 cells, primary 10 µM value included (AID 2391); HEp-2 cells, RSV-induced CPE inhibition; higher % means a stronger effect; 0.13% of 310,000 active; CPE inhibition, % at 10 µM, or IC50 in µM where a hit was titrated; in the data active = a potency from the dose series; inconclusive = CPE inhibition mostly from about 23% at the one dose, without a potency; inactive = the rest, 99 in 100 with CPE inhibition below about 21%; also: strong numbers were not always called active
# Yfh1-off respiration: enhancers of respiration in Yfh1-depleted yeast, dose response, Friedreich's ataxia, plus single-dose screen (AID 1465). S. cerevisiae Yfh1-off respiration, WST-1 reduction, 72 h; higher fold induction means a stronger effect. 0.074% of 220,000 active. one-dose fold induction at 50 µM; EC50 in µM for titrated hits;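 active = fold induction of absorbance versus untreated yeast above a set limit, then at least 30% activation at any dose in follow-up; inconclusive = repeats straddling the limit, or above it without dose testing; inactive = fold induction below the set limit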;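 also: activators that raise dye reduction in frataxin-depleted yeast; strong numbers were not always called active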
# UTI89 phage lysis: protection from phage-mediated lysis, alamar blue read-out – E. coli UTI89, K1F phage, bacterial capsule biogenesis inhibitors (AID 488966) | E. coli UTI89 K1F phage lysis, alamar blue, 2 h; higher % means a stronger effect | one-dose inhibition, % at 100 µM; IC50 in µM for titrated hits | 0.02% of 340,000 active;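 active = phage lysis inhibition, versus mean bacterial control, above a set limit; inconclusive = no clear call, values can overlap the other calls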;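 also: capsule biogenesis inhibitors block K1F phage lysis so surviving cells raise fluorescence; higher fluorescence means more inhibition of phage lysis; actives were called in the ten point dose series up to 300 µM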
# West Nile antiviral: inhibition of WNV-induced cytopathic effect – cell-based, CPE readout (AID 1621) | West Nile virus-infected cells, CPE inhibition; higher % means a stronger effect | one-dose CPE inhibition, % at 10 µM; IC50 in µM for titrated hits | 0.02% of 290,000 active; in the data active = a potency from the dose series; inconclusive = CPE inhibition mostly from about 3.7% at the one dose, without a potency; inactive = the rest, 99 in 100 with CPE inhibition below about 2.2%; also: strong numbers were not always called active
# XIAP antagonists: small molecules displacing peptide from XIAP – biochemical, IAP family, fluorescence polarization (AID 1018); XIAP BIR domain, fluorescence polarization peptide displacement; higher % means a stronger effect; displacement, % at 20 µM, or IC50 in µM where a hit was titrated; 0.007% of 200,000 active; in the data active = displacement above about 50%; also: a part of the inactive calls stands beside numbers as strong as those of hits
# WT yeast gro inh: growth inhibition of WT yeast, mitochondrial fusion screen; inhibition, % at 10 µM; 2.1% of 190,000 active; mitochondrial fusion phenotypic screen, WT strain; in the data active = inhibition above about 58%; tested in S. cerevisiae
# ER stress rescue: protection against thapsigargin-triggered cell killing – 384-well, CSM14.1, ATP luminescence, primary screen (AID 1222); CSM14.1 thapsigargin-induced death rescue, ATP luminescence; higher % means a stronger effect; cellular ATP content (survival), % at 20 µM; hits with a dose series show EC50 in µM; 190,000 tested, under 10 active;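 active = EC50 below 50 µM in the dose-response confirmation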;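 also: death triggered by thapsigargin at about 15 µM added after 2 h compound pretreatment; cell ATP read after overnight thapsigargin exposure of roughly 18 to 22 hours; normalized against plate controls of thapsigargin alone and 5% DMSO vehicle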
# NS5 inhibitors: Dengue-2 NS5 methyltransferase inhibitors, primary screen, biochemical, confirmation dose response (AID 588689); Dengue-2 NS5 methyltransferase capping enzyme assay, biochemical; higher % means a stronger effect; inhibition, % at 25 µM; hits with a dose series show IC50 in µM; 0.3% of 340,000 active; in the data active = a potency from the dose series; inconclusive = inhibition above about 29% without an active follow-up result
# SV40 large T antigen: TAg ATPase/helicase activity blockers – biochemical (AID 1903) | SV40 large T antigen ATPase/helicase inhibition assay; higher % means a stronger effect | inhibition, % at 20 µM, or IC50 in µM where a hit was titrated | 0.39% of 310,000 active; in the data active = a potency from the dose series; inconclusive = inhibition mostly from about 32% at the one dose, without a potency; inactive = the rest, 99 in 100 with inhibition below about 32%; also: strong numbers were not always called active
# WT yeast gro inh mutant strain: second read-out of WT yeast gro inh, no call of its own (marks repeat the call); inhibition, %; mitochondrial fusion phenotypic screen, mutant strain inhibition
# NS5 inhibitors pilot replicate: second read-out of NS5 inhibitors, no call of its own (marks repeat the call); inhibition, %; measured here: pilot screen replicate inhibition
# * marks the source's active call; other numbers are inactive results; i = inactive; ? = inconclusive; . = not tested or not shown; [ ] = remark or other dose.
SMILES,RSV CPE inhibition,Yfh1-off respiration,UTI89 phage lysis,West Nile antiviral,XIAP antagonists,WT yeast gro inh,WT yeast gro inh mutant strain,ER stress rescue,NS5 inhibitors,SV40 large T antigen,others
CC(=O)NCCC(=O)N1CCc2c([nH]c3ccccc23)C1c1cccc(C)c1 (stereo unspecified),1.7%,i,-1.9%,-0.3%,-5.7%,-6.8,1.2,0.4%,-4.3%,25.1%,
Oc1ccc(Cl)cc1CNCc1ccc(F)c(F)c1,-1.6%,.,-0.3%,.,.,.,.,.,-6.4%,5.7%,
CN(C(=O)COC(=O)c1ccc(S(=O)(=O)N2CCOCC2)cc1)C1CCCCC1,4.8%,i,0.6%,1.5%,-4.1%,3.0,22.4,-0.1%,0.7%,5.3%,
Cc1cccc(/C=N/NC(=O)CNc2cccc3ccccc23)n1,6.6%,i,-0.4%,-0.4%,-4.5%,18.4,3.4,-1.4%,3.9%,29.0%,
Cc1ccccc1C(=O)Nc1nnc(-c2ccco2)s1,0.5%,i,0.1%,0.2%,-5.1%,-12.3,-14.3,-1.4%,3.6%,-1.9%,
Cc1cc(NC(=O)CSc2nnc(C3COc4ccccc4O3)n2C)no1 (stereo unspecified),2.0%,i,0.0%,0.1%,-7.7%,20.4,-7.0,-9.4%,-1.5%,-1.1%,
CN(CCO)c1ccc(-c2nn(C)c(=O)c3ccccc23)cc1[N+](=O)[O-],9.7%,i,0.0%,-0.3%,.,.,.,.,3.1%,3.5%,
Cc1cc([N+](=O)[O-])nn1CC(=O)c1ccccc1,-0.6%,i,1.3%,-0.5%,-3.2%,-10.0,-14.4,-0.6%,0.8%,8.4%,
CN1CCN(S(=O)(=O)c2ccc(SCCOc3ccccc3)nc2)CC1,1.2%,i,0.3%,-1.3%,-2.6%,10.6,26.6,3.9%,0.8%,13.7%,
CCC(Sc1nc(-c2ccccc2)cc(=O)[nH]1)C(=O)O (stereo unspecified),0.2%,i,0.8%[50 µM],-0.5%,-6.8%,4.7,-9.0,0.9%,0.0%,-0.4%,
CCc1cc(=O)oc2c(C)c(O)c(CN3CCCCC3)cc12,-2.6%,i,-0.2%,0.2%,-1.9%,-2.8,-8.7,1.4%,-3.2%,19.2%,
CCOC(=O)C1CCCN(Cc2cc(=O)oc3cc(C)c(C(C)C)cc23)C1 (stereo unspecified),40.5%,i,3.4%,-0.7%,-3.3%,54.3,-1.7,-1.0%,-10.9%,15.8%,

# Three records drawn at random from the list so far:
SMILES,RSV CPE inhibition,Yfh1-off respiration,UTI89 phage lysis,West Nile antiviral,XIAP antagonists,WT yeast gro inh,WT yeast gro inh mutant strain,ER stress rescue,NS5 inhibitors,SV40 large T antigen,others
CCc1cc(=O)oc2c(C)c(O)c(CN3CCCCC3)cc12,-2.6%,i,-0.2%,0.2%,-1.9%,-2.8,-8.7,1.4%,-3.2%,19.2%,
CN(C(=O)COC(=O)c1ccc(S(=O)(=O)N2CCOCC2)cc1)C1CCCCC1,4.8%,i,0.6%,1.5%,-4.1%,3.0,22.4,-0.1%,0.7%,5.3%,
CN1CCN(S(=O)(=O)c2ccc(SCCOc3ccccc3)nc2)CC1,1.2%,i,0.3%,-1.3%,-2.6%,10.6,26.6,3.9%,0.8%,13.7%,

# Carrying on:
SMILES,RSV CPE inhibition,Yfh1-off respiration,UTI89 phage lysis,West Nile antiviral,XIAP antagonists,WT yeast gro inh,WT yeast gro inh mutant strain,ER stress rescue,NS5 inhibitors,SV40 large T antigen,others
CSCc1ccc(C(=O)NC(C)c2cnn(-c3ccccn3)c2C)o1 (stereo unspecified),1.6%,.,1.1%[50 µM],0.8%,.,.,.,.,-1.3%,7.8%,
Cc1cc(N2CCOCC2)nc(NCc2ccccc2)n1,16.0%,i,0.3%,-1.2%,-4.8%,5.0,3.9,-0.6%,-0.7%,4.4%,
Cc1ccc(Nc2nc(/N=C/NO)n[nH]2)cc1C,2.1%,i,0.3%,0.1%,-10.5%,1.0,3.9,.,-0.8%,7.1%,
C=CCn1c(SCC(=O)N2CCOCC2)nc2sc3c(c2c1=O)CCCC3,0.6%,i,-0.6%,0.0%,-0.3%,14.3,24.5,-2.2%,-7.2%,5.6%,
C=CCC(CC=C)(NC(=O)c1cccc(C)c1)c1ccccc1,3.4%,i,3.4%,-0.6%,-5.7%,13.8,3.7,-3.7%,-0.7%,4.2%,
COc1ccc2nc(SCC(=O)Nc3nccs3)[nH]c2c1,2.1%,i,0.3%,-0.6%,-3.8%,7.6,5.8,0.0%,-6.3%,-3.1%,
COC(C[C@@H]1O[C@@H]1C(=O)COCc1ccccc1)OC,.,i,0.6%,-0.1%,.,.,.,.,-15.0%,.,
COc1ccc(C2c3[nH]c4ccccc4c3CCN2Cc2cccn2-c2ncccn2)cc1C (stereo unspecified),?,i,0.9%,-1.2%,-9.8%,51.5,26.1,-2.9%,-3.7%,-10.2%,
CCOC(=O)N1CCN(C(=O)COc2cccc3c2CCN(Cc2ccccc2F)C3=O)CC1,?,i,1.8%,-1.6%,-4.1%,4.9,-4.0,-0.7%,2.9%,-3.5%,
O=C(/C=C\c1ccc(-c2ccccc2)o1)c1ccccc1,?,i,1.4%,?,3.3%,4.3,26.6,2.5%,3.3%,12.3%,
O=C(CN(c1ccccc1)S(=O)(=O)c1ccccc1)NCCSc1nc2ccccc2s1,-1.1%,i,0.1%,-0.3%,-3.5%,8.9,-7.5,0.5%,2.7%,4.7%,
N#Cc1ccc(NC(=O)Nc2cccc(C#N)c2)cc1,7.3%,i,-0.7%[50 µM],-1.2%,.,.,.,.,-3.9%,0.0%,
O=C(C1=C[C@H](C2CCCCC2)C[C@H](OCCCCO)O1)N1CCN(Cc2ccccc2)CC1,3.3%,i,-0.5%,-1.3%,-5.0%,17.1,5.6,4.5%,0.0%,12.0%,
COc1ccc([N+](=O)[O-])cc1NC(=O)CCN1CCN(c2ccccc2)CC1,-0.5%,i,-1.2%,-0.7%,1.8%,-11.2,21.9,1.5%,-8.9%,7.9%,
CC1(CCc2ccccc2)NC(=O)N(CC(=O)O)C1=O (stereo unspecified),1.9%,i,-0.2%,0.6%,.,.,.,.,5.3%,-1.2%,
COCCn1nnnc1C(CC(C)C)N1CCN(C(=O)c2ccco2)CC1 (stereo unspecified),.,i,0.0%,0.2%,-3.0%,2.8,13.1,-2.5%,2.7%,7.9%,
CN(C)c1ccc(C(=O)OCc2ccc(Br)cc2)cc1,3.6%,i,0.1%,0.4%,-7.0%,46.4,34.4,0.3%,-6.2%,18.0%,
Cc1cc(S(=O)(=O)N2CCN=C2c2ccccc2)c(C)cc1Cl,10.4%,i,1.6%,-1.5%,-2.1%,4.1,-0.6,-1.1%,-7.3%,1.2%,
Cc1cc(C)c(NC(=O)Nc2ccc3c(c2)OCO3)c(C)c1,1.3%,.,0.2%,-0.6%,.,.,.,.,-3.2%,1.8%,
CC(C)(C)C(=O)/C=C/c1ccc(Oc2ccccc2)cc1,12.0%,i,-0.7%[50 µM],?,.,.,.,.,-3.2%,4.8%,
O=C(CNC(=O)c1ccco1)OCc1ccc(C(=O)c2ccccc2)cc1,1.2%,i,0.7%,2.1%,-5.6%,52.0,36.4,-1.4%,-8.3%,7.8%,
COc1ccc2cc(CN(Cc3cccs3)Cc3nnnn3Cc3ccccc3)c(=O)[nH]c2c1,12.3%,i,0.2%,0.2%,-1.4%,11.9,-6.2,0.3%,1.4%,27.1%,NS5 inhibitors pilot replicate=2.7
CCOC(=O)Nc1ccc2c(c1)N(C(=O)CN1CCN(CCO)CC1)c1ccccc1CC2,0.0%,.,-0.1%,-0.2%,.,.,.,.,-2.0%,7.0%,NS5 inhibitors pilot replicate=0.9
Cc1ccc(S(=O)(=O)NC(C)c2ccccc2)cc1[N+](=O)[O-] (stereo unspecified),2.5%,.,-2.5%,-0.7%,.,.,.,.,3.1%,-0.4%,
CC(=O)c1sc(NC(=O)CCCOc2ccc(Cl)cc2)nc1C,2.1%,i,0.1%,-0.8%,-4.1%,-10.6,-12.6,1.3%,-7.7%,3.4%,
O=C(N[C@@H]1CCC(=O)N(CC[C@H](Sc2ccccc2)c2ccccc2)CC1)OCc1ccccc1,-3.1%,.,0.1%,-1.4%,.,.,.,.,0.0%,2.3%,
COCCn1nnnc1CN(CCc1ccccc1)Cc1cc2cc(OC)ccc2[nH]c1=O,4.0%,i,1.4%,0.5%,.,.,.,.,-0.7%,.,
Cn1c(=O)c2c(=O)cc(NNC(=O)C(C)(C)C)[nH]c2n(C)c1=O,1.5%,i,-0.5%,0.0%,-5.1%,10.0,3.3,-2.8%,0.7%,3.0%,
COC(=O)C1=C(C(C)=O)C(c2ccc(C(=O)OC)cc2)n2nnnc2N1 (stereo unspecified),-1.0%,i,0.1%,0.8%,-4.6%,-0.9,12.7,-0.4%,6.7%,2.3%,
CC(=O)NC12CC3CC(C1)CC(C(=O)Nc1nccs1)(C3)C2,2.8%,i,0.1%,0.0%,-0.3%,-10.4,-12.5,.,-2.0%,11.5%,
O=C(CO)N/N=C/c1cccc(Cl)c1Cl,?,i,3.1%[50 µM],-0.5%,-4.1%,-3.5,-2.5,-1.7%,-3.5%,15.8%,
CN(C)C(C(=O)NC1CCCCC1)c1ccc(Cl)cc1 (stereo unspecified),-1.0%,i,5.4%,-0.2%,-3.3%,2.6,3.1,0.2%,-6.4%,3.6%,
O=C(Nn1c(C2CCCCC2)nc2ccccc2c1=O)c1ccc([N+](=O)[O-])cc1,5.4%,i,0.2%,1.0%,-18.7%,27.7,19.7,-3.0%,0.9%,4.4%,
CCN(c1cccc(C)c1)S(=O)(=O)c1cn(CC(=O)OC)c2ccc([N+](=O)[O-])cc12,2.5%,.,0.5%,0.2%,.,.,.,.,1.7%,-0.1%,
Cc1ccc(OCCCCCCN2CCNCC2)cc1,1.7%,.,2.7%,.,.,.,.,.,-0.8%,3.1%,
Cc1ccc(C(=O)Oc2coc(CSc3nnc(NC(=O)C4CC4)s3)cc2=O)cc1C,.,i,2.4%,0.0%,-12.6%,-8.7,-7.0,0.5%,2.9%,11.9%,
CCCNC(=O)N1CCN(S(=O)(=O)c2ccc(C)cc2)CC1,0.4%,i,0.9%,0.5%,-4.2%,14.1,15.1,-2.4%,-6.5%,6.0%,
CCc1cc(=O)oc2c(CN3CCN(C)CC3)c(O)ccc12,0.0%,.,0.1%,-0.6%,.,.,.,.,-3.3%,-2.8%,
CC1CCCCN1C(=O)CCC(=O)Nc1nnc(C(F)(F)F)s1 (stereo unspecified),-0.2%,.,3.6%,0.2%,.,.,.,.,-7.0%,7.1%,
COc1ccc(-n2nnnc2S(=O)(=O)CC(=O)N2CCCCC2)cc1,-2.3%,?,0.0%,-0.9%,-1.7%,-3.6,5.5,-1.8%,-35.8%,23.9%,
COc1ccc(CN2CCNC(=O)C2CC(=O)N(C)Cc2ccno2)c(F)c1 (stereo unspecified),1.5%,.,0.1%,-0.5%,.,.,.,.,3.2%,6.5%,

# Hits appear at their usual frequency. About 2.2% of those tested had a hit in this group.
